TSHR antag: antagonists of human thyroid stimulating hormone receptor; AID 504810; P16473; activity change, negative = inhibition, % at 11.5 µM; TSHR-expressing cells, TSH-stimulated cAMP HTRF, 2 h; active compounds read low; hit rate 0.2% among 330,000;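 active = activity change below a set negative limit, meaning inhibition stronger than a set level, cut at about -70% in these data; inconclusive = activity change between two set negative limits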; note: % is set by controls: 0 for no effect and ±100 for the full control effect
Target sequence (P16473 whole entry, looked up): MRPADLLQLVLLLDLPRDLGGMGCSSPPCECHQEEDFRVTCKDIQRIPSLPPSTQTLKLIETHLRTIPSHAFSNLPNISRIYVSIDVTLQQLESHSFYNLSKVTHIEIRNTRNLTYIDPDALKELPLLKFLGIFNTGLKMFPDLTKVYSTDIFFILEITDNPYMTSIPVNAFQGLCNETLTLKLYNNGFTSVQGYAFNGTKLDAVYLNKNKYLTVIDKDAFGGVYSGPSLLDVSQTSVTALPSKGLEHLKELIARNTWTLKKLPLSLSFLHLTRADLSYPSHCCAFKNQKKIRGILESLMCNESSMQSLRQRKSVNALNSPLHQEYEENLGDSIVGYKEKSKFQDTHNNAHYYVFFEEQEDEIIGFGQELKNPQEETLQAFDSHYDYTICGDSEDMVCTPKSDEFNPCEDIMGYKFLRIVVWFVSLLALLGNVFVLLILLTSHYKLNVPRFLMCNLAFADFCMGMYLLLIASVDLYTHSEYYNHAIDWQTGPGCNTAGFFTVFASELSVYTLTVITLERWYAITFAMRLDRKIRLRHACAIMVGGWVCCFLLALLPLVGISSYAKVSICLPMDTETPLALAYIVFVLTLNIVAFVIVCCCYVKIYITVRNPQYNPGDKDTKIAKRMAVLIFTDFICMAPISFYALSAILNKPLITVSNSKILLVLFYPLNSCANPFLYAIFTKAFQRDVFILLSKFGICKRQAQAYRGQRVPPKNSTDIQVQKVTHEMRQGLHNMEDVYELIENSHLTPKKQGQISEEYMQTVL
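TSHR-expressing cells, 200/well, pre-treated with compound, then stimulated with EC80 TSH (4nM final) for 2 hours at 37 deg C. cAMP measured by competitive HTRF: anti-cAMP cryptate antibody in lysis buffer plus cAMP-d2, read after 30 minutes at room temperature.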
ASM inhibitor: blocks human secretory acid sphingomyelinase; P17405; placental ASM, HMU-PC fluorogenic substrate, 60 min; Potency, µM (series often up to 57.5 µM), without a hit: top-dose activity change, negative = inhibition, actives largely listed as inhibitors; hit rate 0.006% among 340,000; note: potency is the fitted concentration of half-maximal effect
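Fluorescence read-out (Ex 386 nm, Em 447 nm) after stopping the reaction at pH 10. Enzyme: ASM from human placenta; substrate HMU-PC0, 9 uM final; 60 min, 37 °C. Compound preincubation 10 min, ambient temperature.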
CXXC DNA block: blocks binding of human MLL CXXC domain to DNA. Q03164. MLL-CXXC / FITC-HOXA9 DNA fluorescence polarization. Potency, µM (top dose mostly 115 µM), without a hit: top-dose activity change, negative = inhibition, usual class: inhibitors. hit rate 0.037% among 290,000; active = well fitted inhibition curve with a large enough effect in the polarisation, with a control signal flat, not every such curve was filed as active; inconclusive = small, poorly fitted or top-dose-only effect, or effect the other way, or a change in a side signal; inactive = no such curve, though single readings can be large or run the other way; the % refers to the polarisation; note: potency is the fitted concentration of half-maximal effect
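Purified MLL-CXXC (added from a 7 uM solution) was preincubated 5 min at ambient with pinned compounds in 50 mM Tris-HCl pH 7.5, 50 mM NaCl, 1 mM DTT, 0.05% BSA. Fluorescein-labeled HOX-A9 DNA (50 nM solution) followed, 30 min, then polarization read.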
PTAP TSG101 blk: blocks PTAP/TSG101 interaction to inhibit HIV-1 budding | 340,000 tested, under 10 active | AID 493005 | Potency, µM (series often up to 115 µM), for the others: top-dose activity change, negative = inhibition, usual class: inhibitors | Q99816 | Fluorescence polarization, FITC-PTAP peptide / Tsg101 binding; active = well fitted inhibition curve with a large enough effect in the main read-out, with a control signal flat, not every such curve was filed as active; inconclusive = small, poorly fitted or top-dose-only effect, or effect the other way, or a change in a side signal; inactive = no such curve, though single readings can be large or run the other way; note: potency is the fitted concentration of half-maximal effect; % of control where 0% means no effect
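Tsg101 binding domain (10 uM final) was mixed with compound and a FITC-labeled PTAP peptide (50 nM final) in HEPES pH 7.5 buffer with NaCl, Tween 20, EDTA and TCEP; fluorescence polarization was read after 20 min at r.t.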
TCR activator: T cell receptor activation | primary human leukocytes, anti-CD3, IL-2 HTRF, 48 h | Potency, µM (top dose mostly 9.22 µM), for the others: at the top dose activation of IL-2 secretion, usual class: activators | 330,000 tested, under 10 active; note: % of control where 0% means no effect
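Compounds are tested in HTS on primary human leukocytes co-incubated with a-CD3 beads for 48 hr. IL-2 output is measured by time-resolved FRET.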
MBNL1-CUG inh: inhibitors of human MBNL1 binding to CUG repeat RNA; Q9NR56; TR-FRET MBNL1-His/biotin-(CUG)12 binding, 665/545 ratio; Potency, µM (highest dose often 57.5 µM), for inactives: at the highest dose activity change, negative = inhibition, actives largely listed as inhibitors; hit rate 0.036% among 280,000; AID 2675; active = well fitted inhibition curve with a large enough effect in the signal ratio, with a control signal flat, not every such curve was filed as active; inconclusive = small, poorly fitted or top-dose-only effect, or effect the other way, or a change in a side signal; inactive = no such curve, though single readings can be large or run the other way; the % refers to the signal ratio; note: potency is the fitted concentration of half-maximal effect; % is set by controls: 0 for no effect and ±100 for the full control effect
Target sequence (Q9NR56 whole entry, looked up): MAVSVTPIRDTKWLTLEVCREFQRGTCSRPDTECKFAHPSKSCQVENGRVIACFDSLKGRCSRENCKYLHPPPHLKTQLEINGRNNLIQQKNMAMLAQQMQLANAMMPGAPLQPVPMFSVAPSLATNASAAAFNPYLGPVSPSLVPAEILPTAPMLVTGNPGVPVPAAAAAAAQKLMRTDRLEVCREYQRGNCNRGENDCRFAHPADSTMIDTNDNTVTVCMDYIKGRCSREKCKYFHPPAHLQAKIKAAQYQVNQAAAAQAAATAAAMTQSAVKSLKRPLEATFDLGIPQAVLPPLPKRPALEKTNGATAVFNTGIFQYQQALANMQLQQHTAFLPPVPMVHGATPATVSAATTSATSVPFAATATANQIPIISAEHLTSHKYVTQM
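Inhibition of protein-RNA binding appears as loss of TR-FRET between terbium anti-His antibody on MBNL1-His and streptavidin-XL665 on biotin-(CUG)12. Activity is normalized to buffer-only and uninhibited-complex controls.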
a7 integrin act: activators of alpha7 integrin expression for muscular dystrophy; alpha7betagal myoblasts, beta-gal FDG fluorescence, 48 h; Potency, µM (top dose mostly 38.3 µM), for inactives: top-dose activation, actives largely listed as activators; hit rate 0.064% among 350,000; AID 624291;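 note: potency is the fitted concentration of half-maximal effect; 100% = response of the positive control SU9516; nearly all actives have a fitted effect of over 60% in size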
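Alpha7betagal+/- myoblasts (passage 13) were plated 16-24 hr, then exposed to compounds (1:260 dilution of DMSO stock) for 48 hours at 37C. After MPER lysis, β-galactosidase reporter activity was read as FDG fluorescence (ex 480/em 540) after 30 minutes.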
A-T KAP1 phos: candidate therapy for ataxia-telangiectasia | […] A-T fibroblasts, KAP-1 phosphorylation AlphaLISA; neocarzinostatin DNA damage 30 min before lysis | Potency, µM (titrated, usually from 57.5 µM), for the others: at the top dose activation, hits mostly activators | hit rate 0.19% among 320,000; note: potency is the fitted concentration of half-maximal effect; % of control where 0% means no effect; nearly all actives have a fitted effect of over 45% in size
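hTERT-immortalized A-T patient fibroblasts ([…]), 500 cells/well in OPTI-MEM, 1% FBS, got compounds for 60 min, then NCS for 30 min at 37C. Lysates were then assayed for phospho-KAP-1 by AlphaLISA (anti-pKAP1 donor, anti-KAP1 acceptor beads), 6 hr at 25C.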
Mito fusion act: blocks mitochondrial division or promotes mitochondrial fusion. S. cerevisiae fusion-defective mutant growth rescue, CellTiterGlo 48 h. Potency, µM (series often up to 46.1 µM), inactives show top-dose growth rescue (activation), hits mostly activators. hit rate 0.23% among 320,000. AID 485298;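 note: potency is the fitted concentration of half-maximal effect; % of control where 0% means no effect; nearly all actives have a fitted effect of over 45% in size; temperature-sensitive fusion mutants such as fzo1-1 at 37 °C on non-fermentable ethanol glycerol medium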
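Yeast fusion mutant, YPEG (non-fermentable carbon), compound, 48 h at 37C non-permissive; CellTiterGlo added, 10 min RT, luminescence read. Rescued growth = division inhibition.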
Menin-MLL TR inh: inhibitors of human menin-MLL interaction, mutant MLL peptide; O00255; Menin + Texas Red MLL mutant peptide, fluorescence polarization; Potency, µM (highest dose often 61.6 µM), inactives show at the top dose FP activity change, negative = inhibition, actives largely listed as inhibitors; hit rate 0.23% among 270,000; AID 1768; active = well fitted inhibition curve with a large enough effect in the polarisation, with a control signal flat, not every such curve was filed as active; inconclusive = small, poorly fitted or top-dose-only effect, or effect the other way, or a change in a side signal; inactive = no such curve, though single readings can be large or run the other way; the % refers to the polarisation; note: potency is the fitted concentration of half-maximal effect; % of control where 0% means no effect; many of its hits are not listed in these tables
Numbers without * were called inactive; ? = inconclusive; / = no result given; [ ] = another dose, or the depositor's remark. Unless noted, calls come from the whole dose curve; as a rule, active = well fitted curve in the direction sought with a large enough effect; inconclusive = small, poorly fitted or top-dose-only effect, or another doubt; inactive = no such curve, though single readings can be large; an effect the other way counts as inactive or inconclusive. Not all compounds are listed (hit frequency here may not be typical).

SMILES | TSHR antag | ASM inhibitor | CXXC DNA block | PTAP TSG101 blk | TCR activator | MBNL1-CUG inh | a7 integrin act | A-T KAP1 phos | Mito fusion act | Menin-MLL TR inh
O=C(NCc1ccco1)C12CN(Cc3ccccc3)CC1C(c1ccc([N+](=O)[O-])cc1)=NO2 (stereo not drawn) | -12 | -4% | 2% | -1% | 2% | ? | 9% | -4% | 10% | 28%
Cc1c(NC(=O)CN(c2ccc(F)cc2)S(=O)(=O)c2ccccc2)c(=O)n(-c2ccccc2)n1C | 11 | 0% | 14% | -4% | 6% | 15% | -16% | 4% | -12% | /
C=CCSc1nc(=O)n2ccc(C)cc2n1 | 6 | 1% | 3% | -3% | 4% | 2% | 13% | 4% | 1% | 3%
CC(C)[C@H](NC(=O)OCc1ccccc1)C(=O)NC(C=O)Cc1ccccc1 (stereo partly drawn) | 3 | -1% | / | -2% | 2% | / | / | 4% | 7% | /
Cc1ccc(OCCCCCN2CCOCC2)cc1 | -8 | 5% | 21% | 3% | / | 0% | -27% | -8% | 0% | 1%
CCCN(C(=O)CCc1ccc(OC)cc1)c1c(N)n(Cc2ccccc2)c(=O)[nH]c1=O | / | 4% | / | -7% | -1% | / | 24% | 12% | / | /
CC(=O)Nc1ccc(Nc2nc3ccccc3nc2NS(=O)(=O)c2ccccc2)cc1 | -1 | 14% | -17% | -3% | 2% | -3% | -1% | -2% | 2% | /
O=C(O)c1cc(NCc2ccccc2C(F)(F)F)ccc1N1CCOCC1 | -5 | -6% | 0% | -9% | 6% | -4% | 14% | 4% | -1% | -1%
Cc1ccc(C)c(NC(=S)NC(NC(=O)Cc2ccccc2)C(Cl)(Cl)Cl)c1 (stereo not drawn) | 0 | 1% | 24% | -3% | -1% | -5% | 15% | 5% | 0% | /
O=C(Nc1ccc(-c2nc3ncccc3o2)cc1)c1ccco1 | -7 | 44%[activator] | 0% | 0% | / | 7% | 7% | 0% | 14% | -13%
O=C(CSc1nnnn1-c1cccc2c1CCCC2)N1CCCC1 | 25 | -2% | ? | -2% | -4%[46.1 µM] | -7% | -38% | 2% | -1% | -28%
Nc1ccc(C(=O)N/N=C\c2cc(N=Nc3cccc4ccccc34)ccc2O)cc1 | -4 | -22% | -8% | -3% | 4% | 12% | -39% | -14% | 0% | ?
C=CCN(CC=C)Cc1c(O)ccc2c(=O)c(-c3ccccc3)coc12 | -4 | 40%[activator] | 4% | -5% | -3% | 2% | -1% | 6% | 6% | -9%
CCOC(=O)N1CCN(Cc2ccccc2F)CC1 | -4 | -2% | -2% | -5% | -7% | -5% | -15% | -5% | -3% | -3%
CCN1C(=O)c2cccc3c(N)ccc(c23)C1=O | -10 | -9% | ? | ? | -7% | ? | 7% | 40µM* | 2% | 22%
CCn1c(SCC(=O)N=Nc2c(O)[nH]c3ccccc23)nc2ccccc21 | -10 | -16% | -8% | 0% | 4%[46.1 µM] | ? | 5% | 5% | 6% | -6%
Cc1ccc(CNC(=O)NC23CC4CC(CC(C4)C2)C3)cc1 | -13 | -2% | 9% | 0% | 1%[46.1 µM] | -1% | 11% | 14% | 22% | -11%
Cc1ccc2c(c1)N(CC(=O)NCC1CCCO1)C(=O)C(C(C)C)O2 (stereo not drawn) | -9 | -8% | 6% | -6% | 14% | 1% | 11% | 6% | -10% | /
CC1C(C)N(C(=O)CCCl)c2ccccc2N1C(=O)CCCl (stereo not drawn) | / | 3% | / | -1% | 3% | / | -5% | / | / | /
Cc1cc(C)cc(Nc2nc3c([nH]2)c(=O)n(C)c(=O)n3C)c1 | -7 | -2% | -1% | 0% | 6% | -3% | ? | 1% | 0% | 16%
CCCc1cc(=O)[nH]c(SCC(=O)c2cc(C)n(-c3cc(C)on3)c2C)n1 | -2 | -2% | 3% | 0% | -2% | -3% | -7% | 2% | 1% | -23%
COc1ccc(CCNC(=O)c2ccc(Cl)nc2)cc1 | 6 | 3% | 9% | 1% | 1% | -6% | 9% | 3% | 3% | ?
CCN(CC(=O)NCc1ccc(F)cc1)C(=O)c1cccnc1SC | -7 | -3% | 3% | -5% | 0% | -10% | 5% | 6% | -2% | 0%
O=C(O)CCN1C(=O)C2C3C=CC(C3)C2C1=O (stereo not drawn) | -15 | 3% | -3% | -4% | -4% | -3% | 13% | 1% | -2% | -1%

Compounds from the list above that have an aryl methoxy group:
SMILES | TSHR antag | ASM inhibitor | CXXC DNA block | PTAP TSG101 blk | TCR activator | MBNL1-CUG inh | a7 integrin act | A-T KAP1 phos | Mito fusion act | Menin-MLL TR inh
CCCN(C(=O)CCc1ccc(OC)cc1)c1c(N)n(Cc2ccccc2)c(=O)[nH]c1=O | / | 4% | / | -7% | -1% | / | 24% | 12% | / | /
COc1ccc(CCNC(=O)c2ccc(Cl)nc2)cc1 | 6 | 3% | 9% | 1% | 1% | -6% | 9% | 3% | 3% | ?

The listing picks up, starting 3 compounds before the break.
SMILES | TSHR antag | ASM inhibitor | CXXC DNA block | PTAP TSG101 blk | TCR activator | MBNL1-CUG inh | a7 integrin act | A-T KAP1 phos | Mito fusion act | Menin-MLL TR inh
COc1ccc(CCNC(=O)c2ccc(Cl)nc2)cc1 | 6 | 3% | 9% | 1% | 1% | -6% | 9% | 3% | 3% | ?
CCN(CC(=O)NCc1ccc(F)cc1)C(=O)c1cccnc1SC | -7 | -3% | 3% | -5% | 0% | -10% | 5% | 6% | -2% | 0%
O=C(O)CCN1C(=O)C2C3C=CC(C3)C2C1=O (stereo not drawn) | -15 | 3% | -3% | -4% | -4% | -3% | 13% | 1% | -2% | -1%
Cc1nc2[nH]c(=O)n(O)c(=O)c2s1 | / | -3% | / | -1% | -3% | / | 3% | / | / | /
CCCCCn1c(N2CCN(Cc3ccccc3)CC2)nc2c1c(=O)[nH]c(=O)n2C | -16 | 1% | 0% | -7% | -24% | 1% | -2% | 10% | 9% | 2%
COc1ccc(S(=O)(=O)NCC(=O)N(CC2CCCO2)C(C(=O)NC2CCCC2)C(C)C)cc1 (stereo not drawn) | -6 | -1% | 1% | 0% | -4% | 0% | 2% | 1% | -6% | 4%
COc1ccc(C(=O)NNC(=O)c2cccs2)cc1S(=O)(=O)N1CCOCC1 | / | 0% | / | -4% | 0% | / | 30% | -2% | / | /
CCCC(C(=O)NCC1CCCO1)N(Cc1ccco1)C(=O)CNS(=O)(=O)c1ccc(F)cc1 (stereo not drawn) | -4 | -1% | 0% | -1% | -3% | -4% | 10% | -9% | 0% | 5%
CN1C(C(=O)NCc2ccccc2)CC2Cn3c(nc4cc(Cl)c(Cl)cc43)C21 (stereo not drawn) | -3 | -1% | 18% | 1% | -2% | -11% | 15% | -26% | 17% | /
CCOC(=O)c1cc(-c2ccccc2)n(CC(=O)O)c1C | 3 | 4% | -8% | -6% | -1% | -5% | 24% | / | 0% | -6%
Cc1ccc(C(=O)NC2CC3CCCC(C2)N3C(=O)NC2CCCCC2)cc1 (stereo not drawn) | 6 | / | -2% | / | 6%[46.1 µM] | -6% | / | 3% | -1% | -6%
O=C(Nc1ccc(OC(F)(F)F)cc1)c1cnc2n(c1=O)CCS2 | -9 | -3% | 7% | -8% | -2% | 1% | 20% | -2% | 5% | -16%
CC1(C)C(=O)OC(/C=C\c2cccc([N+](=O)[O-])c2)C(C)(C)C1=O (stereo not drawn) | -13 | 1% | 17% | -2% | 2% | ? | 13% | -2% | 3% | 7%
CCCCCCC(=O)NNC(=O)CC(=O)Nc1ccccc1C(=O)O | 13 | 0% | 0% | 0% | -10%[46.1 µM] | -19% | 25% | 0% | 0% | 8%
CN=c1scc(-c2ccccc2Br)n1/N=C/c1ccc[nH]1 | -9 | / | 14% | / | / | 0% | / | 30% | ? | ?
Cn1ccnc1C(=O)c1ccccc1Cl | 4 | -1% | 19% | 0% | 3% | -4% | ? | -2% | -5% | -10%
CSc1ccccc1C(=O)NCCc1ccc(S(=O)(=O)N2CCCCC2)cc1 | 0 | 5% | 5% | 1% | -1% | -2% | -14% | -1% | -3% | /
CC(=O)Nc1ccc(/C(N=Nc2ccccc2)=N/N=C(N)N)cc1 | / | -7% | / | -4% | 0% | / | 23% | / | / | /
CC(=O)c1ccc(NC(=S)NCCc2ccccn2)cc1 | 3 | 2% | 0% | -2% | 9%[46.1 µM] | / | -13% | -4% | -1% | -12%
CCCOc1ccc(NC(=O)CC2Nc3ccccc3NC2=O)cc1 (stereo not drawn) | 1 | 0% | -2% | 0% | -4% | -10% | 29% | 0% | 7% | ?
